# Screens (PubChem)
# CDK5 inh – inhibitors of human CDK5/p35 kinase, primary screen, biochemical, single concentration; inhibition, % at 10 µM; Cyclin-dependent kinase 5 (Homo sapiens) + Cyclin-dependent kinase 5 activator 1 (Homo …; AID 488839, 2010; 330,000 compounds, 0.01% hits; Recombinant CDK5/p35, ADP-Glo luminescence, 60 min;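 active = highest replicate inhibition of at least 50% and at least 75% of replicates reaching 50%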;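 also: plate controls were DMSO neutral control for no effect and GW8510 at 10 µM for full effect; many of its hits are not listed in these tables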
# Target sequence (Q00535 whole entry, looked up): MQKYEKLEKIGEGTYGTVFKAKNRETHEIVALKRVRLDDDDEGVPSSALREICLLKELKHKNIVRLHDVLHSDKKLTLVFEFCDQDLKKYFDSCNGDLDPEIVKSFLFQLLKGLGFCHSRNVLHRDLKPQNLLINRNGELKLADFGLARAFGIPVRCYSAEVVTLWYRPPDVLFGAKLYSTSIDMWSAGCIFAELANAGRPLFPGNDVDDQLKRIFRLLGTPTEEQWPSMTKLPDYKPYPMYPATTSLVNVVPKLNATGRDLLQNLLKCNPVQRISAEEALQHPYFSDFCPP
# Target sequence (Q15078 whole entry, looked up): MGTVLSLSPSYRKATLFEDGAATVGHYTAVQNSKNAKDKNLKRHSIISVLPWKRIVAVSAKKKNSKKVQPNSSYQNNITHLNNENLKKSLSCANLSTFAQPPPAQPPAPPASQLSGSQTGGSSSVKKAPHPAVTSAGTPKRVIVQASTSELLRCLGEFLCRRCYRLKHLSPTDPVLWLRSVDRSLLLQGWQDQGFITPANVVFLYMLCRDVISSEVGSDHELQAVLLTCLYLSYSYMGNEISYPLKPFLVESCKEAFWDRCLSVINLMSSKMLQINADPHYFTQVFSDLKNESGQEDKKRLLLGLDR
# Keap1 Nrf2 FP – Keap1-Nrf2 protein-protein interaction inhibitors, primary screen, biochemical, fluorescence polarization, single point. Kelch-like ECH-associated protein 1 (Homo sapiens), Q14145. Keap1 Kelch-Nrf2 peptide fluorescence polarization, 1536-well. inhibition, % at 9.4 µM. 340,000 compounds, 0.15% hits. AID 504523, 2011; in the data active = inhibition above about 12%;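 also: human Keap1 Kelch domain with fluorescein labeled Nrf2 9mer peptide probe; 0% = neutral control wells and 100% = peptide positive control; higher means more block of Keap1 binding to Nrf2 peptide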
# dFosB act – activators of delta FosB homodimer, primary screen, biochemical, fluorescence polarization, TAMRA-CDK5 oligo, single point. activation, % at 25 µM. purified delta FosB; percent of positive-control signal above neutral wells. Protein FosB (Mus musculus), P13346. 340,000 compounds, 0.99% hits;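 active = mean activation above about 17%, with every replicate also reaching it, limit read from the data, passing the limit was not always enough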;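 also: fluorescence polarization rise as delta FosB binds a TAMRA Cdk5 AP-1 oligo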
# Target sequence (P13346 whole entry, looked up): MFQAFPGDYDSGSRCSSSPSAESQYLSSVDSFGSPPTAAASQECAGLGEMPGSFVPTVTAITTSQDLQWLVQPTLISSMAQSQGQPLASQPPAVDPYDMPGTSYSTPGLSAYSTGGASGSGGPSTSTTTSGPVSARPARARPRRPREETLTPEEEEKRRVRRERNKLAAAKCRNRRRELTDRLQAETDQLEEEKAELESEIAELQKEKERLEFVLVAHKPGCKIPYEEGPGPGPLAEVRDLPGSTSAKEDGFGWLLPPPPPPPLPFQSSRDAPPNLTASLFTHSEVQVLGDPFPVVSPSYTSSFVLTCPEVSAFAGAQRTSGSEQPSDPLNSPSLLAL
# cardiac RTF act – cardiac RTF calcium sensitivity activators, primary screen, biochemical, IANBD-TnC fluorescence, EC20 calcium | Troponin I, cardiac muscle (Homo sapiens) + Troponin T, cardiac muscle (Homo sapiens) + … | IANBD-labeled TnC RTF fluorescence at EC20 calcium; 0% EC20 calcium, 100% full calcium | activation, % at 7.2 µM | 340,000 compounds, 0.24% hits | AID 493008, 2010;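 active = activation above the mean over all tested compounds plus 3 SD, cut at about 30% in these data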;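 also: rise in fluorescence read as greater calcium sensitivity of cardiac thin filaments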
# RTF Ca sens inh – cardiac RTF calcium sensitivity inhibitors, primary screen, biochemical, IANBD-TnC fluorescence, EC70 calcium; 340,000 compounds, 0.12% hits; Troponin I, cardiac muscle (Homo sapiens) + Troponin T, cardiac muscle (Homo sapiens) + …; IANBD-labeled cardiac RTF, Ca2+ fluorescence; inhibition, % at 7.15 µM;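 active = inhibition above the mean inhibition of all tested compounds plus 3 SD, cut at about 17% in these data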;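 also: assay run at fixed EC70 calcium of 1.6 mM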
# PvdQ inh – P. aeruginosa PvdQ acylase inhibitors, primary screen, biochemical, fluorescence, plate reader and imaging, single point; PvdQ acylase [Pseudomonas aeruginosa LESB58]; purified PvdQ acylase; inhibition, % at 10 µM; 340,000 compounds, 0.063% hits; AID 488965, 2010; in the data active = inhibition above about 30%, passing the limit was not always enough;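 also: 0% = vehicle neutral wells and 100% = reference inhibitor wells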
# SUMO Mot1 rescue – yeast Mot1-301 growth rescue at high temperature, primary screen, SUMOylation pathway inhibitor project, S. cerevisiae, ATP luminescence, 38.5C. 320,000 compounds, 1% hits. S. cerevisiae Mot1-301 growth rescue; percent above DMSO median, 100 means doubled. AID 2716, 2010. growth rescue, % at 18.8 µM;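 active = every valid replicate shows activation above 250% relative to neutral control wells; inactive = the rest, any valid replicate at or below 250%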;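 also: OY570 slx delta 5 strain wells were the positive control but not used for scaling; some compounds called inactive have numbers as strong as hits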
# NSD2 inh – NSD2 histone methyltransferase inhibitors, primary screen, biochemical, AlphaScreen, single concentration, set 2; 310,000 compounds, 0.54% hits; AID 743445, 2014; Histone-lysine N-methyltransferase NSD2 (Homo sapiens), O96028; inhibition, % at 12.5 µM; NSD2 peptide methylation, 120 min; in the data active = inhibition above about 50%
# LANA DNA inh – inhibitors of KSHV C-LANA binding to DNA, primary screen, biochemical, fluorescence polarization, FAM-LBS DNA, MBP-C-LANA, single point. Kaposi's sarcoma herpesvirus LANA C-terminal domain (residues 932-1162) DNA binding. AID 504423, 2011. 340,000 compounds, 0.078% hits. inhibition, % at 9 µM;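 active = highest replicate inhibition at or above 60% at 9 µM, even if other replicates fall short; inactive = all replicates below 60% inhibition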;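 also: 0% = neutral control wells and 100% = 4 µM acridine orange control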
# PfHsp90 yeast 2 – growth inhibition of PfHsp90-expressing yeast, primary screen, antimalarial PfHsp90 inhibitor project, S. cerevisiae, BacTiter-Glo luminescence, single point, set 2. BacTiter-Glo ATP, 48 h; yeast lacking PDR1 and PDR3 efflux regulators. inhibition, % at 9.4 µM. 310,000 compounds, 0.32% hits. AID 504621, 2011;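 active = every replicate shows inhibition above about 80%, whatever the replicate mean, limit read from the data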;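 also: 0% = DMSO neutral controls and 100% = 20 µM radicicol positive controls; yeast relying on Plasmodium falciparum Hsp90 in place of its own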
# Rtt109 HAT inh – inhibitors of C. albicans Rtt109/Vps75 HAT, primary screen, biochemical, ThioGlo CoA-SH fluorescence, plate reader. inhibition, % at 34.9 µM. 330,000 compounds, 0.16% hits. Histone acetyltransferase RTT109 (Candida albicans (strain SC5314 / ATCC MYA-2876)), …. purified Rtt109/Vps75, 4 h;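 active = inhibition of at least 50% in every replicate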
# * hit, by the source's call; x = not tested or not shown.
# Sample of the layout, 6 compounds:
# Results follow in this order: PvdQ inh	dFosB act	cardiac RTF act	RTF Ca sens inh	NSD2 inh	SUMO Mot1 rescue	LANA DNA inh	Keap1 Nrf2 FP	Rtt109 HAT inh	PfHsp90 yeast 2	CDK5 inh
CC1(C)CC(=O)C2=C(C1)N(Cc1ccco1)C(=O)C2(O)C(F)(F)F (configuration not stated)
 : -23	-13	1	-1	0	5	0.8	-2	-1	x	0.3
CCC(C)NC(=O)CC(NS(=O)(=O)c1ccc(C)cc1)c1ccc(OC)cc1 (configuration not stated)
 : -11	-6	-7	-4	-1	311	-0.9	1	-4	11	-0.9
Cc1ccc(-c2nc3ncccc3o2)cc1NC(=O)Cc1ccc(Cl)cc1
 : -13	-4	15	-4	x	0	-0.5	-5	-1	11	0.2
CSCCC(NC(=O)COc1ccccc1)C(=O)OC(C)C(=O)Nc1ccccc1C (configuration not stated)
 : 7	-8	-4	-2	1	-15	0.6	7	16	3	0.5
CCOC(=O)C1Oc2ccccc2C(c2ccc(F)cc2)=C1C(=O)OC (configuration not stated)
 : -7	-3	-4	-1	x	x	-1.7	0	0	7	-2.8
CCOc1ccc(S(=O)(=O)NCC2CCCO2)cc1 (configuration not stated)
 : -7	4	4	-3	x	1	-0.8	-3	0	-7	-0.4

# All compounds of this part, from the first entry:
# Results follow in this order: PvdQ inh	dFosB act	cardiac RTF act	RTF Ca sens inh	NSD2 inh	SUMO Mot1 rescue	LANA DNA inh	Keap1 Nrf2 FP	Rtt109 HAT inh	PfHsp90 yeast 2	CDK5 inh
CC1(C)CC(=O)C2=C(C1)N(Cc1ccco1)C(=O)C2(O)C(F)(F)F (configuration not stated)
 : -23	-13	1	-1	0	5	0.8	-2	-1	x	0.3
CCC(C)NC(=O)CC(NS(=O)(=O)c1ccc(C)cc1)c1ccc(OC)cc1 (configuration not stated)
 : -11	-6	-7	-4	-1	311	-0.9	1	-4	11	-0.9
Cc1ccc(-c2nc3ncccc3o2)cc1NC(=O)Cc1ccc(Cl)cc1
 : -13	-4	15	-4	x	0	-0.5	-5	-1	11	0.2
CSCCC(NC(=O)COc1ccccc1)C(=O)OC(C)C(=O)Nc1ccccc1C (configuration not stated)
 : 7	-8	-4	-2	1	-15	0.6	7	16	3	0.5
CCOC(=O)C1Oc2ccccc2C(c2ccc(F)cc2)=C1C(=O)OC (configuration not stated)
 : -7	-3	-4	-1	x	x	-1.7	0	0	7	-2.8
CCOc1ccc(S(=O)(=O)NCC2CCCO2)cc1 (configuration not stated)
 : -7	4	4	-3	x	1	-0.8	-3	0	-7	-0.4
O=c1nc2n(CCO)c3ccccc3cc-2c(=O)[nH]1
 : -14	2	6	-4	0	x	-0.3	4	0	-13	0.6
CC(=NNc1nc2ccccc2o1)c1cc2ccccc2cn1
 : 1	2	-3	0	42	x	0.3	-2	7	145*	1.8
CCCCOc1cccc(C(=O)O)c1
 : -9	0	-2	-5	0	14	-1.5	3	-2	11	-0.6
CNC(=O)c1oc(-c2ccc(Cl)cc2)nc1C
 : 1	-20	12	-17	-2	-10	0.6	-1	3	5	2.5

# Continued, starting with the last two of the part before.
# Results follow in this order: PvdQ inh	dFosB act	cardiac RTF act	RTF Ca sens inh	NSD2 inh	SUMO Mot1 rescue	LANA DNA inh	Keap1 Nrf2 FP	Rtt109 HAT inh	PfHsp90 yeast 2	CDK5 inh
CCCCOc1cccc(C(=O)O)c1
 : -9	0	-2	-5	0	14	-1.5	3	-2	11	-0.6
CNC(=O)c1oc(-c2ccc(Cl)cc2)nc1C
 : 1	-20	12	-17	-2	-10	0.6	-1	3	5	2.5
CC(C(=O)c1ccccc1)n1cnc2ccccc2c1=O (configuration not stated)
 : -5	8	-7	4	-1	33	1.5	3	1	-15	0.3
COc1ccc(/C=C/C(=O)c2c(O)c(OC)c3occc3c2OC)cc1
 : 9	-18	2	-1	3	x	-0.7	-2	-6	35	-0.2
CCOC1(NC(=O)c2ccccc2)C(C)=CC(=O)C=C1C
 : -10	-3	7	-8	1	-19	0.1	0	-1	x	0.1
CCNS(=O)(=O)c1cc(S(C)(=O)=O)ccc1Cl
 : 6	-3	5	3	-1	11	1.0	-1	1	20	2.9
COc1cccc(NC(=O)CSc2nnc(-c3cc(-c4ccccn4)nc4ccccc34)o2)c1
 : -13	-1	0	0	0	4	0.3	-5	1	-42	-1.2
Cc1nn(C(=O)CNC(=O)c2ccccc2)c(C)c1C
 : -5	6	-4	6	6	-4	0.5	-2	-10	27	0.2
CCC(=O)Nc1nc(CC(=O)Nc2ccccc2)cs1
 : -1	1	1	-22	-3	-5	0.4	-1	-4	19	-1.0
Cc1cc(C)cc(C(=O)NCC(=O)N2CCN(C(c3ccccc3)c3ccccc3)CC2)c1
 : -11	-6	-5	-4	1	-18	0.2	0	23	-12	-1.9
CCSc1nc(NCCN(C)C)c2c3c(sc2n1)COC(C)(CC)C3 (configuration not stated)
 : -11	-3	2	-1	3	-17	-0.1	-1	12	-16	1.0
CCN1C[C@@H]2[C@@H]3C(=O)N(Cc4ccccc4)C(=O)[C@@H]3[C@](Cc3ccccc3)(C(=O)OC)N2C1=NC1CCCCC1
 : -2	-5	-5	2	x	x	-1.5	0	1	-13	1.1
Cc1cccc(NC(=O)c2cnn3ccccc23)c1C
 : -2	-3	-6	-11	x	11	-5.4	-2	-14	20	1.1
Cc1onc(-c2c(F)cccc2Cl)c1C(=O)OCC(=O)NC1CC1
 : -11	-3	2	-10	0	1	-0.8	-6	11	-54	4.5
C=CCN=C1CCCc2c1[nH]c1ccc(C)cc21
 : 2	1	-3	4	9	-8	2.7	-6	-11	-7	-5.5
Cc1cccc(C(=O)NC2CCN(C(=O)Nc3ccc(F)cc3)CC2)c1
 : -16	6	-6	-5	12	-5	-1.2	1	1	-1	-1.2
Cc1c(C(=O)N2CCC2)oc2c(F)cccc12
 : 1	-3	-3	0	0	26	0.2	-4	-4	-4	-1.3
Cc1ccc(-c2cc(-c3ccccc3O)nc(N/N=C/c3cccnc3)n2)cc1
 : -6	7	5	-26	-1	0	0.9	1	-12	-1	0.5
COc1ccccc1/C=C1\SC(=S)N(N2C(=O)CCCC2=O)C1=O
 : 9	-12	-4	-5	4	275	-1.7	3	9	-57	-1.4
Clc1ccc2c(NCc3cccs3)ncnc2c1
 : -3	-3	4	-1	-6	26	-1.0	0	-1	-16	-0.8
CS(=O)(=O)Nc1ccc(C(=O)NC2CCCC2)cc1
 : -20	8	0	-3	-2	0	0.1	-4	-5	17	2.1
CCCOc1ccc(-c2cnc(SCC(N)=O)nc2N)cc1
 : 9	-7	-4	-1	1	-6	0.0	1	2	-28	-0.8
O=C1CC(c2ccccc2F)C2=C(COC2=O)N1 (configuration not stated)
 : -18	4	x	x	-3	-28	-0.5	-5	-5	1	-0.8
CCc1ccc(-c2nn(Cc3ccccc3)cc2/C=C/C(=O)O)cc1
 : 11	2	-2	-1	0	212	1.6	-4	-6	-8	0.8
COc1ccc(CNC(=O)[C@H](C)NC(=O)C2CC(=O)N(c3ccc(OC)cc3)C2)cc1 (some centres not stated)
 : -4	2	-6	2	0	-15	0.1	0	7	8	1.8
Cc1ccc(NC(=O)Cn2nc(C)c(S(=O)(=O)N(C)C)c2C)cc1
 : -3	2	-5	-5	-1	0	-0.2	6	-7	-10	-0.9
O=C(CC1Sc2ccccc2NC1=O)Nc1cccc(C(=O)O)c1 (configuration not stated)
 : -4	-10	-2	-14	x	64	6.6	-2	-1	-28	-1.4
COc1cccc(-c2onc3ccc(C4(C)OCCO4)cc23)c1
 : 2	-24	3	-10	-3	1	-0.4	6	-13	1	-0.8
N/C(=N\c1nc2c(c(=O)[nH]1)CCCC2)Nc1ccccc1
 : 5	2	2	1	3	-1	0.0	0	7	-20	-0.2
Cc1[nH]c2ccccc2c1C(=O)/C=C/c1ccccc1Cl
 : -11	1	8	15	4	-11	1.6	-6	-13	8	-1.0
CCOC(=O)c1ccc(NC(=O)CN(Cc2ccc(Cl)cc2)S(C)(=O)=O)cc1
 : 11	-4	5	0	-11	8	-1.7	0	9	x	1.6
CC(C#N)(NC(=O)COC(=O)c1ccccc1NCCO)C1CC1 (configuration not stated)
 : 6	0	-7	-9	-6	8	-1.8	-4	-95	x	-0.4
CCC(=O)c1ccc(OCC(=O)N2CCN(c3ncccn3)CC2)cc1
 : 11	2	-1	5	-2	-4	-1.4	-5	2	12	-0.1
Cc1nc(-c2cccc(S(=O)(=O)N3CCCC(C)C3)c2)cs1 (configuration not stated)
 : -16	-11	5	1	-2	-3	-0.7	-2	-9	8	0.1
Cc1ccccc1C(=O)NC1CCN(Cc2nnnn2Cc2ccc(F)cc2)CC1
 : -16	-1	4	-6	-1	1	-1.9	-6	-5	22	0.5
CC1(C)CC(=O)C=C(Nc2cc(-c3ccccc3)[nH]n2)C1
 : 6	-5	-3	-8	-2	-2	-1.3	-2	2	x	1.8
O=C1CC(c2ccco2)CC(O)=C1C=NCCN1CCN(C(=S)Nc2ccccc2)CC1 (configuration not stated)
 : 1	-8	2	-2	0	-9	-0.6	4	-14	-1	-3.1
CCC(Cc1ccccc1)NS(=O)(=O)c1c(C)nc2sccn2c1=O (configuration not stated)
 : 3	-1	-4	-1	x	-12	-1.6	0	-1	4	1.7
CCCCC(=O)c1ccc(O)cc1O
 : -7	5	1	-2	0	-12	2.1	-1	0	-27	0.9
CN=C1CC(SC)=C1c1ccc(C)cc1
 : -15	4	12	3	x	-5	-2.5	0	-6	-7	-0.5
Cc1cc(C)cc(OCc2nnc(SCC(=O)Nc3ccccc3)o2)c1
 : -12	-3	6	4	1	x	0.1	-1	0	4	-1.1
S=C(NCCCN1CCOCC1)Nc1ccc(Cl)cc1Cl
 : -12	0	3	-12	x	-1	-1.1	1	0	-10	0.7
